High-throughput results as filed in PubChem BioAssay.
D2 antagonist = D2 dopamine receptor (human) antagonism. P14416. HEK293 TREx D2 cells, calcium flux, dopamine EC80. inhibition, % at 10 µM. hit rate 2% among 340,000. AID 485344; in the data active means inhibition above about 30%; further: 0% is about no effect
Target sequence (P14416 whole entry, looked up): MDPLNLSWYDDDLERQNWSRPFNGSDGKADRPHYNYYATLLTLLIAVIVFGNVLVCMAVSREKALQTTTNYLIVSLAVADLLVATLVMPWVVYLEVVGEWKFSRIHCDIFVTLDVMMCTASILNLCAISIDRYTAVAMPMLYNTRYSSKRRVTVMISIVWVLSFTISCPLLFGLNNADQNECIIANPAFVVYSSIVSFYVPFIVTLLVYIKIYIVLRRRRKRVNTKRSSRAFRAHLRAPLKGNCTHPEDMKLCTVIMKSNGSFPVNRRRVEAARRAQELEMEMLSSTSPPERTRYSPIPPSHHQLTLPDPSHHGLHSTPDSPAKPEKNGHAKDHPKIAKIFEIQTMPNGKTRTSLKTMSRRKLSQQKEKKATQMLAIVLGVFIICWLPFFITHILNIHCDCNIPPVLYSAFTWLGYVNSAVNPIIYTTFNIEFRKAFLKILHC
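Dopamine at EC80 is the agonist stimulus; test compounds precede it by 180 s. Calcium flux read kinetically in a force-coupled, inducible HEK293 T-REx D2 cell line.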
RGS4 inhibitor = inhibitors of human regulator of G protein signaling 4; P49798; Transcreener GDP fluorescence polarization, RGS4-accelerated GTP hydrolysis; Potency, µM (titrated, usually from 114 µM), for inactives: at the top dose activity change, negative = inhibition, usual class: inhibitors; hit rate 0.039% among 390,000; AID 504845; further: potency means the concentration at half of the fitted maximal effect; on the % scale 0 is the no-effect control and ±100 the full control effect; nearly all actives have a fitted effect of over 75% in size; some results filed as inactive show a strong effect at the top dose
Target sequence (P49798 whole entry, looked up): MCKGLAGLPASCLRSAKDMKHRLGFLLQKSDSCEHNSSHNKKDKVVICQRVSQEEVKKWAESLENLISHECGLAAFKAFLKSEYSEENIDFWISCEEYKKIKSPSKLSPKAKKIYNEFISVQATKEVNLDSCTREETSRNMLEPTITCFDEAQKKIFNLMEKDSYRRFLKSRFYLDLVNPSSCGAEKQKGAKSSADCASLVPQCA
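MLSMR compounds (23 nl, pin-transferred) preincubated 10 min at room temperature with a 500nM (2x) first reagent, then RGS4 at 900nM (2x) plus Transcreener GDP mix added; fluorescence polarization (620/688 nm) read before and after 90 min at 30 °C.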
Vif-A3F inh = blocks the Vif interaction with APOBEC3F; HeLa A3F-eYFP + Vif (tagged APOBEC3F with the HIV-1 protein that degrades it), YFP fluorescence increase; Potency, µM (highest dose often 46.1 µM), for inactives: at the top dose activity, negative = active; hit rate 0.2% among 390,000; further: potency means the concentration at half of the fitted maximal effect; % of control where 0% means no effect; nearly all actives have a fitted effect of over 65% in size
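HeLa cells stably expressing A3F-eYFP plus Vif, plated and incubated overnight at 37 deg C, then exposed to compounds overnight at 37 deg C. Blocked degradation read as raised yellow fluorescence (Ex 488/Em 500-530).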
12-LOX inh = inhibitors of human 12S-lipoxygenase ALOX12. hit rate 1.1% among 580,000. P18054. purified 12hLO, xylenol orange hydroperoxide absorbance. Potency, µM (top dose mostly 108 µM), inactives show at the highest dose activity change, negative = inhibition, hits mostly inhibitors. AID 1671190; further: potency means the concentration at half of the fitted maximal effect; on the % scale 0 is the no-effect control and ±100 the full control effect
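Purified human 12hLO (150 nM final) in 25 mM Hepes, 0.01% Triton X-100, pH 7.0 was preincubated 15 min at room temperature with compound. Then 40 uM arachidonic acid was added, 30 min. Hydroperoxide was read by Fe-XO absorbance ratio 573/405 nm.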
ERG Ets-DNA blk = ERG Ets/DNA interaction inhibition; P11308; hit rate 0.028% among 370,000; Potency, µM (top dose mostly 76.9 µM), inactives show at the highest dose FP activity, negative = inhibition, actives largely listed as inhibitors; AID 624246; fluorescence polarization, His-ERG Ets domain / labelled DNA; active means well fitted inhibition curve with a large enough effect in the polarisation, with a control signal flat; inconclusive means small, poorly fitted or top-dose-only effect, or effect the other way, or a change in a side signal; inactive means no such curve, though single readings can be large or run the other way; the % refers to the polarisation;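 further: polarization taken with two DNA probes labelled with fluorescein and Texas red; potency means the concentration at half of the fitted maximal effect; % of control where 0% means no effect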
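His-tagged ERG Ets domain (1 uM in the protein solution; 300mM KCl, 50mM Tris-HCl, 1mM EDTA, 1mM DTT, pH 7.5) received compound, then a probe mix of 5 nM fluorescein-DNA and 100nM Texas-615-DNA. Fluorescence polarization was read for both dyes.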
D2 ag = activates the human D2 dopamine receptor | P14416 | HEK293 T-REx D2 cells, calcium flux agonist mode | activation, % at 2 µM | hit rate 0.53% among 340,000 | AID 485358;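 active means activation over 3 SD above normal in the single-dose calcium agonist read, cut at about 30% in these data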; further: 0% is about no effect
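Calcium-flux readout, 1 cycle/sec over 180 s following compound pin transfer, in inducible HEK293 Trex D2 cells (force-coupled); dopamine controls included. Positive calcium responses during this window marked compounds as potential agonists.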
Vif-APOBEC3G blk = blocks the Vif interaction with human APOBEC3G. Q9HC16. HeLa A3G-eYFP + Vif (tagged APOBEC3G with the HIV-1 protein that degrades it), YFP fluorescence, overnight. Potency, µM (titrated, usually from 46.1 µM), without a hit: top-dose activity, negative = active, usual class: inhibitors. hit rate 0.076% among 410,000;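 further: potency means the concentration at half of the fitted maximal effect; on the % scale 0 is the no-effect control and ±100 the full control effect; nearly all actives have a fitted effect of over 60% in size; hits raise eYFP signal because A3G escapes Vif-driven loss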
Target sequence (Q9HC16 whole entry, looked up): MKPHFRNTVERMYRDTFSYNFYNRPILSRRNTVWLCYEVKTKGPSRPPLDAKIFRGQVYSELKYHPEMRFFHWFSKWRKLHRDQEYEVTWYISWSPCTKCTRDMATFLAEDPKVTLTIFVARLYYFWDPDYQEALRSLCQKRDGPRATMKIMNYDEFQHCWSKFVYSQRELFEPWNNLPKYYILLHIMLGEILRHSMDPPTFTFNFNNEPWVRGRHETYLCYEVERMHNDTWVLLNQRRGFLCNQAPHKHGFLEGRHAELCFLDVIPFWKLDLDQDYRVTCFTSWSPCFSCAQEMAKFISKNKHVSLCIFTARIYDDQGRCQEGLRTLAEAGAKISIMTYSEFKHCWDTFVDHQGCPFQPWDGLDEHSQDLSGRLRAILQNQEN
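HeLa cells stably expressing Vif and C-terminally eYFP-tagged A3G, seeded overnight at 37 deg C, then exposed to compound by pintool overnight at 37 deg C. Rise in yellow fluorescence (Ex 488/Em 500-530, Acumen) marks blocked Vif-driven A3G degradation.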
LDHA block = blocks human lactate dehydrogenase A. P00338. purified LDHA, NADH/diaphorase-resazurin fluorescence; hits give low values. activity change, % (values are at about 110 or 230 µM). hit rate 0.15% among 480,000; in the data active means activity change below about -30%; inconclusive means mostly about -25% to -30%;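 further: plate controls were DMSO wells for no effect and wells without enzyme for full effect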
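Remaining NADH was detected by diaphorase (0.133 mg/mL) converting 37 µM resazurin to fluorescent resorufin, read at 0 and 20 minutes. The preceding 5-minute room-temperature reaction used 2 nM LDHA, 0.2 mM sodium pyruvate and 0.06 mM NADH at pH 7.4.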
GRP78 ERSR act = inducers of ER stress response in human glioma cells | U87-MG GRP78 promoter luciferase reporter, 16 h | Potency, µM, without a hit: at the highest dose activation, most hits filed as activators | hit rate 0.02% among 420,000; further: potency means the concentration at half of the fitted maximal effect; series mostly up to about 76 µM; % of control where 0% means no effect; nearly all actives have a fitted effect of over 35% in size
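ERSR induction read as luciferase luminescence (Bright-Glo, 10 min at room temperature) in stably transfected human U87-MG glioma cells exposed to compounds for 16 h, using GRP78 as sensor.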
Active calls of the source: *; ? = inconclusive; . = no result given; & = joins results of further samples; [ ] = dose if it differs, or a comment. Unless noted, the call rests on the fitted dose curve; in most records, active means well fitted curve in the direction sought with a large enough effect; inconclusive means small, poorly fitted or top-dose-only effect, or another doubt; inactive means no such curve, though single readings can be large; an effect the other way counts as inactive or inconclusive. A portion of the library; the hit share may differ from the screen's.

SMILES	D2 antagonist	RGS4 inhibitor	Vif-A3F inh	12-LOX inh	ERG Ets-DNA blk	D2 ag	Vif-APOBEC3G blk	LDHA block	GRP78 ERSR act
CC(=O)c1ccc(OCCNS(=O)(=O)c2ccc(-n3cnnn3)cc2)cc1	7	-9%	0%	11%	1%	0.1	-1%	0	-4%
O=C(NC(C1CC1)C1CC1)C1CCC(=O)N(CCCN2CCCC2=O)C1 (stereo not given)	2	2%	3%	-1%	-19%	0.2	3%	0	-1%
Cc1ccc(-n2nc3cc(C)c(NC(=O)COc4ccccc4)cc3n2)cc1	.	-15%	-3%	-10%	-1%	-0.2	0%	-5	1%
CCOC(=O)c1c(C)c(-c2ccccc2)n(CC(=O)NC2CCCCCC2)c1C	.	10%	-2%	-14%	-1%	0.8	2%	-1	-3%
Cc1sc2nc(SCC(=O)NCc3ccco3)n(Cc3ccccc3)c(=O)c2c1C	-6	-19%	-2%	0%	15%	0.0	-5%	-1	-9%
Cc1ccc(CNC(=O)Cn2cncn2)cc1	-4	7%	-4%	-15%	12%	-0.7	3%	-7	-2%
CCOC(=O)c1c(NC(=O)CN2CCCc3ccccc32)sc(C)c1C	-8	7%	11%	-4%	-2%	1.0	0%	2	2%
CCN(CC)S(=O)(=O)c1ccc(-c2nnc(SCC(N)=O)n2CC)cc1	-14	-9%	19%	7%	-3%	1.2	1%	-9	-5%
CCOC(=O)CSc1nc(COc2ccccc2)nc2ccccc12	-12	-19%	-12%	-1%	-4%	1.1	-4%	-2	1%
Cn1c(=O)c2c(-c3ccc(Cl)cc3)n(CCc3ccccc3)cc2n(C)c1=O	.	4%	5%	?	1%	-0.2	2%	-5	1%
OC(COc1ccc(F)cc1)CN1CCN(CC(O)COc2ccc(F)cc2)CC1 (stereo not given)	.	-3%[56.9 µM]	0%	0%	-6%	.	-8%	-3	-1%
O=C(NCCc1ccccc1)c1ccc2[nH]c(=O)c(=O)[nH]c2c1	2	6%	-5%	2%	20%	0.2	2%	0	1%
O=C(c1ccc(S(=O)(=O)NCc2ccco2)cc1)N1CCN(c2ccc(F)cc2)CC1	-13	-7%	-6%	-20%	4%	0.0	-5%	-6	0%
O=S(=O)(Nc1ccc(O)c2ccccc12)c1cccs1	2	-29%	-5%	32µM*	10%	-0.1	-14%	28	-15%
Cc1cccc(CC(=O)OCn2nnc3ccccc3c2=O)c1	-4	-8%	3%	13%	10%	-0.7	-1%	0	-1%
NS(=O)(=O)c1ccc2nc(-c3ccccc3)c(-c3ccccc3)nc2c1	.	-31%	?	?	-3%	.	-1%	-4	4%
COc1cc(NCCCn2cnc3c(OCc4ccccc4)ncnc32)cc(OC)c1OC	.	-32%	5%	-6%	12%	.	-1%	10	-3%
COC(=O)c1ccc(CSc2nc3sc(C)c(C)c3c(=O)[nH]2)cc1	2	16%	3%	1%	-7%	-0.4	0%	-9	1%
COC(=O)c1c(N2C(=O)CC(Sc3ncccc3C(=O)O)C2=O)sc(C)c1C (stereo not given)	3	0%	-1%	6%	-5%	-0.5	-5%	-15	-6%
CCOC(=O)c1c(CSC(=N)N)n(-c2ccccc2)c2cc(Br)c(OC(C)=O)cc12	-3	8%	7%	?	7%	0.5	-5%	-6	-11%
CC(=O)Nc1ccc(S(=O)(=O)NCC(=O)NCCc2ccc(S(N)(=O)=O)cc2)cc1	-10	-18%	-7%	10%	-5%	3.5	0%	-10	-3%
CCc1ccc(Sc2cc(C(=O)NCc3ccccc3OC)c3ccccc3n2)cc1	.	-1%	2%	-14%	1%	0.8	-2%	-8	-2%
COc1ccc(OC)c(/C=C/C(=O)OCC(=O)Nc2cccc(C(C)=O)c2)c1	-1	-17%	-11%	-20%	1%	0.2	-13%	-3	-4%
Cc1ccc(C(=O)COC(=O)CN2C(=O)C3C4C=CC(C4)C3C2=O)cc1[N+](=O)[O-] (stereo not given)	-14	-34%	-4%	.	15%	-0.7	-2%	-5	-2%

Three entries out of the list above, sorted by their value in LDHA block, high to low.
smiles	D2 antagonist	RGS4 inhibitor	Vif-A3F inh	12-LOX inh	ERG Ets-DNA blk	LDHA block	GRP78 ERSR act
O=S(=O)(Nc1ccc(O)c2ccccc12)c1cccs1	2	-29%	-5%	32µM*	10%	28	-15%
COc1cc(NCCCn2cnc3c(OCc4ccccc4)ncnc32)cc(OC)c1OC	.	-32%	5%	-6%	12%	10	-3%
CC(=O)Nc1ccc(S(=O)(=O)NCC(=O)NCCc2ccc(S(N)(=O)=O)cc2)cc1	-10	-18%	-7%	10%	-5%	-10	-3%

Carrying on:
SMILES	D2 antagonist	RGS4 inhibitor	Vif-A3F inh	12-LOX inh	ERG Ets-DNA blk	D2 ag	Vif-APOBEC3G blk	LDHA block	GRP78 ERSR act
CCOc1ccc(N(C(C)=O)c2nc(C)cc(C)c2C#N)cc1	2	-28%	7%	0%	-2%	0.4	-5%	-4	-1%
O=C(CSc1nnc(-c2ccco2)n1Cc1ccccc1)c1ccccc1	-6	-40%	-6%	0%	2%	-2.3	-5%	-9	7%
O=C(c1ccco1)N1CCN(CCOCCOc2cccc3ccccc23)CC1	77*	6%	-7%	?	.	66*	-1%	1	-4%
CCCCN1CC(COCc2ccccc2)Oc2cccc(OCc3ccc(OC)cc3)c2S1(=O)=O (stereo not given)	.	.	-4%	-10%	.	.	0%	-3	-3%
COCCCNCCCCOc1cccc(Br)c1	4	19%	0%	-10%	-4%	0.8	-3%	-12	-4%
Cc1nc(C(F)(F)F)ccc1C(=O)N1CCCCC1	-26	11%	-2%	213%[activator]	0%	0.5	2%	-7	1%
COC(=O)Oc1ccc(/C=N/NC(=O)CSCc2ccc(Cl)cc2)cc1OC	-8	3%	2%	-3%	4%	-0.7	5%	-1	0%
CS(=O)(=O)N(Cc1ccccc1)c1ccccn1	-9	12%	-4%	-17%	-6%	0.1	2%	-13	-1%
O=C(COc1ccccc1[N+](=O)[O-])N/N=C/c1ccc(OC(=O)c2ccco2)cc1	.	-29%	-8%	2%	10%	.	-1%	-3	0%
O=C(CNC(=O)c1cccs1)NCC(=O)OCC(=O)c1ccccc1	4	-10%	1%	-1%	1%	1.6	0%	-5	-1%
CCc1ccc(S(=O)(=O)n2ccnc2)cc1	.	19%	-2%	?	1%	-0.1	1%	-2	-9%
CN=C(Nc1ccccc1)SC1CC(=O)N(c2cccc(OC)c2)C1=O (stereo not given)	.	6%	6%	3%	5%	.	1%	0	-3%
O=C(NC1CCCCC1)c1cc2ccccc2cc1O	-4	-48%	-8%	-29%	9%	-1.0	2%	10	1%
O=C1CCC2(CC1)NC(=O)N(c1ccccc1)N2	1	-4%	15%	?	1%	0.3	-8%	-1	-3%
O=[N+]([O-])c1ccccc1/C=N\N1CCN(c2ccccc2)CC1	-10	-8%	-6%	0%	-5%	-0.1	-5%	-15	-6%
COc1ccc(/C=C2\SC(=O)N(CC(=O)NNC(=O)c3ccccc3O)C2=O)cc1OC	14	-29%	6%	-12%	-4%	-0.5	-8%	-10	12%
C[C@H](CO)N1C[C@H](C)[C@@H](CN(C)S(=O)(=O)c2cccs2)Oc2ccc(NC(=O)NC3CCCCC3)cc2C1=O	.	-22%	6%	?	-20%	.	2%	0	-1%
CCOc1cc(/C=N/NC(=O)C(C)Sc2ccccc2)ccc1O (stereo not given)	-9	14%	2%	56%[activator]	-21%	-1.3	-2%	-2	-2%
O=C(NC1CCCCC1)C1CCC(CNS(=O)(=O)c2ccccc2)CC1 (stereo not given)	-9	14%	6%	0%	11%	0.6	-1%	-2	-3%
O=C(NCCc1ccc(Cl)cc1Cl)c1cncc(Br)c1	-19	-29%	-2%	6%	-1%	-0.1	-3%	-6	-3%
COc1ccc(-c2ccnc(SCC(=O)N3CCOCC3)n2)cc1	5	8%	-2%	12%	.	0.3	1%	-4	0%
CCC(Nc1ccc(-c2nc(-c3ccco3)no2)cc1[N+](=O)[O-])c1ccccc1 (stereo not given)	.	6%	0%	-4%	1%	-1.4	-2%	-3	3%
COC(=O)c1ccc(C(=O)OCc2nc3cc4ccccc4cc3[nH]2)cc1	7	-8%	-8%	145%[activator]	-1%	-0.2	-1%	-7	1%
COc1cccc(-c2nc(CSCC(=O)N3CCc4ccccc43)c(C)o2)c1	.	8%	-6%	-4%&-5%	-7%	.	5%	-3&4	-4%
Cc1ccc(C2Nc3ccccc3C(=O)N2CCCN2CCOCC2)cc1 (stereo not given)	22	29%	12%	170%[activator]	8%	0.6	-3%	0	-1%
O=C(COC(=O)c1cccnc1Cl)NCCC1=CCCCC1	-18	-7%	-3%	-12%	-3%	-0.4	2%	-3	-1%
COc1ccc(C(=O)c2cnc3cc4c(cc3c2C)OCO4)cc1	-13	4%	1%	0%	-2%	1.4	-1%	-6	6%
CCC(=O)Nc1nnc(Cc2ccccc2)s1	-3	-43%	0%	-15%	1%	0.9	-4%	-6	-5%
COC(=O)c1ccc(NC(=S)Nc2ccccn2)cc1	-3	-29%	2%	?	-8%	0.2	-9%	-2	-8%
CC(=O)c1ccc(NC(=O)Cn2cnc(S(=O)(=O)N3CCOCC3)c2)cc1	13	-31%	-6%	1%	14%	-0.1	0%	-1	2%
CC(C)(CSc1ccccn1)NS(=O)(=O)c1ccc(Cl)cc1	12	-43%	-17%	1%	4%	-1.2	0%	3	-1%
CCC(CC)C(=O)Nc1nnc(S(=O)(=O)Nc2ccc(OC)cc2)s1	-37	2%	1%	22%	-5%	1.0	-9%	-2	6%
